MITF inh: MITF inhibitors, primary screen, biochemical, AlphaScreen, human. Microphthalmia-associated transcription factor (Homo sapiens), O75030. AlphaScreen MITF homodimerization, bead proximity signal. inhibition, % at 2.6 µM. 650,000 tested, 0.91% active. AID 1259374, 2018; in the data active = inhibition above about 50%;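 note: 0% = vehicle wells with protein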
Target sequence (O75030 whole entry, looked up): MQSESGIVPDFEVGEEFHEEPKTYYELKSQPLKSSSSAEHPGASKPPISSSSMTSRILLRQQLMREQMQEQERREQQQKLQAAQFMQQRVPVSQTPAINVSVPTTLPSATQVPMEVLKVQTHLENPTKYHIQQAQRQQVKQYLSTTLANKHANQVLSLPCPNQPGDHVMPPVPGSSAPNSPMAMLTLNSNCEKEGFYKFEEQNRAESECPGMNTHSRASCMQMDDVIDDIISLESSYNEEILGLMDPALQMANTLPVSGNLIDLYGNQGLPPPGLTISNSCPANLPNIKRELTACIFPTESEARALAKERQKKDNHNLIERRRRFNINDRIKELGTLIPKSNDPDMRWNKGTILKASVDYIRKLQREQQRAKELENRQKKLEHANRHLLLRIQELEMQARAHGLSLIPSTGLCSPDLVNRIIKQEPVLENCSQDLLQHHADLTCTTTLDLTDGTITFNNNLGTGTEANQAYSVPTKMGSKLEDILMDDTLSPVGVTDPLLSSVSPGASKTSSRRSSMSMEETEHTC
TEAD-YAP inh: TEAD-YAP interaction inhibition, primary screen, TEAD-YAP interaction inhibitor project, luminescence, HEK-TIYL cells | 640,000 tested, 1.4% active | TEAD-Gal4/YAP UAS-luciferase luminescence | inhibition, % at 9.12 µM; in the data active = inhibition above about 32%;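 note: 0% = median of test compound wells and 100% = reference inhibitor wells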
GPR151 ag: activators of human GPR151, primary screen, cell-based, PathHunter beta-arrestin, luminescence. PathHunter beta-arrestin GPR151 cells. activation, % at 11.2 µM. 650,000 tested, 1% active. AID 1508602, 2020; in the data active = activation above about 4.9%;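 note: 0% = median of compound wells and 100% = cells with positive control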
Target sequence (Q8TDV0 whole entry, looked up): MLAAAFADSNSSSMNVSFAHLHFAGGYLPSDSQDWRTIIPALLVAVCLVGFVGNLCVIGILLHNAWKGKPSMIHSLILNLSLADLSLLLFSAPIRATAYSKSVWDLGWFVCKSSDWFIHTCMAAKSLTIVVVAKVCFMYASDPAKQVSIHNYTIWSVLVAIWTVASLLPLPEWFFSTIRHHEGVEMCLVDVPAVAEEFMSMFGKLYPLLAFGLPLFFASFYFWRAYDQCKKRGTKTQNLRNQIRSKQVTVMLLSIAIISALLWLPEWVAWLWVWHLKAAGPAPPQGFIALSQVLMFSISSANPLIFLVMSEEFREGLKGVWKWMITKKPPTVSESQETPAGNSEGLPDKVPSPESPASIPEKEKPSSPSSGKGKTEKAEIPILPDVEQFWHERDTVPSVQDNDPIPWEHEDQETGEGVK
FBW7 activator: FBW7 E3 ligase activators, primary screen, biochemical, AlphaScreen, human; AlphaScreen FBW7–phospho-cyclin E peptide binding, activator screen; normalized activity (activation), % at 26.1 µM; 650,000 tested, 0.13% active; in the data active = normalized activity above about 1.9%;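 note: purified mutant Fbw7 with reduced substrate affinity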
Numbers without * were called inactive.

Values run as follows: MITF inh	TEAD-YAP inh	GPR151 ag	FBW7 activator
- CCc1cc2c(NC(C)C(=O)O)ncnc2s1 (configuration not stated)
 : -2	-2	-1.0	-0.1
- Cc1ccc(-n2c(=O)[nH]c3c(C(N)=O)nc(-c4cccc(O)c4)nc32)cc1
 : -6	0	0.7	-0.2
- COc1ccc(/C=C2\N=C(c3ccc(C)cc3)NC2=O)cc1OC
 : 6	4	0.3	0.2
- Cc1cccn2c(=O)c(C=O)c(N(C)C)nc12
 : 5	25	-0.5	0.2
- CCCCn1c(SCc2ccc([N+](=O)[O-])cc2)nc2ccsc2c1=O
 : 86*	4	2.2	-0.1
- CCOC(=O)C(=O)/C=C(\O)c1ccccc1
 : 6	-47	-0.4	-0.2
- Cc1cccc(CSc2nc3nc(C)c(Cc4cc(C)ccc4C)c(C)n3n2)c1
 : -7	-1	-0.5	0.1
- CCOc1cc(/C=C2\N=C(c3ccccc3Cl)OC2=O)ccc1OC
 : -8	-2	-1.0	-0.2
- CCOC(=O)N1CCN(C(=O)c2ccc([N+](=O)[O-])cc2)CC1
 : 1	-1	0.4	0.0
- Cc1ccc(S(=O)(=O)N2Cc3ccccc3C[C@H]2C(=O)Nc2cccc(O)c2)cc1
 : 6	9	0.1	0.3
- O=C(CN1CCCCCCC1)N/N=C/c1ccc(F)c(F)c1
 : 37	-7	0.5	0.0
- OC1CCC(Nc2nc(NCc3cccnc3)c3ncn(Cc4ccc(C(F)(F)F)cc4)c3n2)CC1 (configuration not stated)
 : 12	-9	-0.2	-0.1
- CCOC(=O)c1c(NC(=O)CCc2ccccc2)sc2c1CCN(CC)C2
 : -14	-16	-1.8	-0.1
- CCOC(=O)CC(=O)CSc1nc2ccsc2c(=O)n1CCc1ccccc1
 : -6	-18	-0.3	0.1
- Cc1ccc(C(=O)NCC(=O)OCC(=O)Nc2ccc(C(C)C)cc2)s1
 : -13	3	-1.1	0.0
- CN(C)c1ccnc(NCc2ccccc2)c1C#N
 : 13	-19	0.9	0.2
- Cc1ccc(CNc2ccc(S(=O)(=O)NC(C)C)cc2[N+](=O)[O-])cc1
 : 8	-5	-0.3	-0.2
- CC(C)n1cnc2c(N)nc(-c3csc4ccccc34)nc21
 : 10	-20	1.9	0.0
- Cc1c(N)cc(C(F)(F)F)cc1C(F)(F)F
 : 20	15	-0.9	0.2
- CCCc1c(C)nc2c(C(=O)OC)c[nH]n2c1=O
 : 0	15	-0.8	0.0
- CC1=NN(c2ncnc3sc4c(c23)CCCC4)C(=O)C1
 : -3	0	-1.3	-0.1
- COc1ccc(CN2C[C@@H]3C[C@@H](/C=C/c4ccco4)N4CCC[C@@]34C2=O)cc1
 : 1	9	1.1	0.2
- O=C(CCN1C(=O)c2ccccc2C1=O)Nc1ccc(F)cc1
 : -16	-4	-3.3	-0.1
- CCOc1cccc(C(=O)Nc2ccc(Br)cc2C(=O)O)c1
 : 13	-3	2.1	0.1
- CN(C)c1ccc(/C=C(/NC(=O)c2ccccc2)C(=O)N/N=C\c2ccc(O)cc2)cc1
 : 1	4	-1.9	-0.4
- COc1ccccc1N1C(=O)NC(=O)/C(=C/c2ccc(C)o2)C1=O
 : 12	15	-0.8	0.2
- CC(C)Cc1nnc(NC(=O)C(C)(C)C)s1
 : 3	-6	-1.0	0.0
- O=S1(=O)CC2N=C(Nc3ccccc3F)SC2C1 (configuration not stated)
 : 6	17	0.4	0.2
- O=c1c(-c2cc3ccccc3o2)coc2cc(O)ccc12
 : 1	36*	-8.2	-0.1
- CCOC(=O)c1c(NC(=O)c2nn3c(C(F)(F)F)cc(-c4ccccc4)nc3c2Br)sc2c1CCC2
 : 2	5	0.9	0.0
- CCCCc1cc(=O)oc2c(C)c(OCC(=O)OCC)ccc12
 : 14	2	-0.7	0.3
- C=CCNC(=O)C(=O)N/N=C/c1ccc2c(c1)OCCO2
 : 13	-14	-0.4	0.1
- COC(=O)Nc1sc2c(c1C(=O)NCc1ccco1)CCCC2
 : 19	18	0.3	0.3
- CC(C)NC(=O)C1CCN(C2CCN(C(=O)C3=CCCC3)CC2)CC1
 : -6	0	0.2	0.0
- Nc1ccc(C(=O)Nc2ccccn2)cc1
 : 1	-29	-6.6	-0.2
- Cc1ccc(N2C(=O)N(CC(=O)N3CCCc4ccccc43)C(=O)C2C)cc1 (configuration not stated)
 : 11	11	2.6	-0.1
- COc1ccc(CCNc2nc(-c3cccc(C(C)=O)c3)nc3c2ncn3-c2ccsc2)cc1
 : 0	-1	1.4	0.0
- COc1ccc(/C(C)=N/N=C(\N)SC2CC(=O)N(c3ccccc3F)C2=O)cc1F (configuration not stated)
 : 8	7	2.3	0.1
- C=CCC1(CC=C)CCCN1C(=O)CC1C(=O)NCCN1CC=C(C)C (configuration not stated)
 : 3	2	-0.2	0.0
- Cc1cccc(-n2cc(-c3ccccc3)c3c(NCCc4ccccc4)ncnc32)c1
 : 2	-5	6.0*	0.2
- CC(=O)c1cccc(-c2nc(NCc3ccccc3)c3ncn(-c4ccccc4)c3n2)c1
 : 7	6	0.3	0.0
- CCC(=O)Nc1ccc(S(=O)(=O)N2CCOC(c3ccccc3)C2)cc1 (configuration not stated)
 : -7	17	1.5	0.1
- COc1ccc(Cl)cc1S(=O)(=O)N1CCCN(S(=O)(=O)c2cc(Cl)ccc2OC)CC1
 : 7	6	-0.7	0.0
- O=C(Nc1ccnn1C1CCN(Cc2ccccc2F)CC1)C1CCCC1
 : 0	-9	5.3*	-0.1
- CCOC(=O)c1c(NC(C)=O)sc(Br)c1-c1ccc(C)cc1
 : -15	9	0.3	-0.2

4 of the compounds above, with each value named.
C=CCNC(=O)C(=O)N/N=C/c1ccc2c(c1)OCCO2
  MITF inh: 13
  TEAD-YAP inh: -14
  GPR151 ag: -0.4
  FBW7 activator: 0.1
COC(=O)Nc1sc2c(c1C(=O)NCc1ccco1)CCCC2
  MITF inh: 19
  TEAD-YAP inh: 18
  GPR151 ag: 0.3
  FBW7 activator: 0.3
CC(C)NC(=O)C1CCN(C2CCN(C(=O)C3=CCCC3)CC2)CC1
  MITF inh: -6
  TEAD-YAP inh: 0
  GPR151 ag: 0.2
  FBW7 activator: 0.0
Nc1ccc(C(=O)Nc2ccccn2)cc1
  MITF inh: 1
  TEAD-YAP inh: -29
  GPR151 ag: -6.6
  FBW7 activator: -0.2

Next section.
Values run as follows: MITF inh	TEAD-YAP inh	GPR151 ag	FBW7 activator
- O=C1CSC(c2ccc(Cl)cc2Cl)N1c1cccc(F)c1 (configuration not stated)
 : -6	-13	-1.8	-0.1
- CCCNc1ncnc2c1c(-c1ccccc1)cn2-c1ccccc1
 : -8	-17	-0.7	-0.1
- Cc1ccc(NC(=O)COc2nc3nncn3nc2C)cc1
 : 12	0	0.0	0.3
- CC(C)(C)n1nnnc1CN1CCN(C2CCCC2)CC1
 : -6	-7	1.3	0.0
- Cc1ccc(C(=O)Nc2cc(=O)n(C)c(=O)n2C)cc1C
 : 8	3	1.9	-0.2
- CC(NC(=O)NCCCn1ccnc1)(C(F)(F)F)C(F)(F)F
 : 0	-5	-0.6	-0.4
- COc1ccc(N2CCN(c3nc4c(c(=O)[nH]c(=O)n4C)n3CCCc3ccccc3)CC2)cc1
 : 7	-2	-0.6	-0.1
- Cc1ccc(C)n1-c1cccc(C(=O)OC(C)C)c1
 : -3	6	-0.6	-0.1
- CCC(Sc1nc2ccsc2c(=O)n1NC(=O)COc1ccccc1Br)C(=O)Nc1ccc(Cl)cc1 (configuration not stated)
 : 10	4	0.4	0.0
- CCc1nnc(NC(=O)c2cc(I)ccc2Cl)s1
 : 22	4	0.2	0.8
- Cc1cc(=O)cc(-c2ccccc2)o1
 : 9	-5	-1.5	0.0
- O=C(N/N=C\c1cccnc1)c1cc([N+](=O)[O-])cc([N+](=O)[O-])c1
 : 6	-1	-0.9	-0.3
- Cc1ccc(NC(=O)C(Cc2ccccc2)N2C(=O)c3ccccc3C2=O)cc1Cl (configuration not stated)
 : -13	-4	-0.7	-0.1
- CCCCS(=O)(=O)CC(CS(=O)(=O)CCCC)OC(=O)c1ccccc1
 : 12	4	0.3	0.1
- CCC(=O)N1c2ccc(S(=O)(=O)CCC(=O)Nc3cccc(Cl)c3)cc2CC1C (configuration not stated)
 : 4	13	1.1	-0.2
- Fc1cc(Br)ccc1N=Cc1ccccn1
 : 1	-9	0.7	0.0
- COc1ccc(-n2c(=S)[nH]c3cc(C(=O)Nc4ccc(F)cc4)ccc3c2=O)cc1
 : -9	-5	0.1	-0.1
- COc1ccc([N+](=O)[O-])cc1NC(=O)C(C)OC(=O)c1ccc([N+](=O)[O-])o1 (configuration not stated)
 : -5	8	0.7	-0.1
- CCCN1C(=O)c2ccc(C(=O)Nc3nccs3)cc2C1=O
 : 7	-6	0.6	0.2
- CC(C)(C)CN1CCc2nnc(CCNC(=O)c3ccc(F)cc3)n2CC1
 : 1	0	2.0	0.0
- COC(=O)C(C(C)=O)C1=C/C(=N\S(=O)(=O)c2ccc(C)cc2)c2ccccc2C1=O (configuration not stated)
 : 43	7	0.6	0.5
- CCOc1ccccc1NC(=O)CSc1nnc(C)c(=O)[nH]1
 : 25	-3	-0.9	0.7
- Cc1cnc(Nc2nccc3ccccc23)nc1NCc1ccccc1
 : -5	20	-0.4	-0.2
- CC(C)(C)NC(=O)N1CCC2(CC1)OCCc1c2[nH]c2ccccc12
 : 15	-10	0.3	-0.2
- O=C(NCC1CCCN(C(=O)CN2CCOC2=O)C1)c1ccc(-c2ccccc2)cc1 (configuration not stated)
 : -6	-7	0.6	0.0
- COc1ccc(CCNc2nc(Nc3ncccn3)nc3c2ncn3C2CCCCC2)cc1
 : 1	6	-0.5	0.0
- NC(=O)Nc1ccc(C(=O)OCC(=O)c2ccc(F)cc2)cc1
 : -1	-8	1.3	0.1
- O=C(CCn1c(=O)oc2ccccc21)Nc1nnc(SCc2ccccc2)s1
 : 2	-11	-1.9	-0.1
- CCCCSc1nc2ccccc2[nH]1
 : -7	-32	1.0	-0.1
- Cc1ccc(S(=O)(=O)n2nc(-c3cccnc3)nc2NCc2ccco2)cc1
 : 13	6	-1.3	0.6
- CCOc1ccc(CN(C)C(=O)CCNC(C)=O)cc1
 : 5	-6	0.8	0.1
- OCCCc1nc2ccccc2n1Cc1ccc(Cl)cc1
 : 10	0	-0.7	-0.2
- O=C(NCCN1CCCCC1)c1cc2ccccc2[nH]1
 : 1	13	-0.1	0.1
- CC1CCCCC1NC(=O)CN(C)S(=O)(=O)c1ccc2c(c1)CCC(=O)N2 (configuration not stated)
 : 11	-2	2.1	0.1
- Cc1n[nH]c(C)c1CCC(=O)N/N=C/c1ccccc1
 : 9	-27	0.3	-0.1
- COc1cc(OC)cc(C(=O)Nc2nc3ccccc3c3nc4ccccc4n23)c1
 : 7	1	1.4	0.1
- CCc1ccc(S(=O)(=O)Nc2cccc(-c3ccc(N4CCCC4)nn3)c2)cc1
 : 4	-16	-0.6	0.0
- Cc1cccn2c(=O)c(C=Nc3ccc([N+](=O)[O-])cc3)c(NCCO)nc12
 : -10	-1	0.5	0.0
- CCOC(=O)c1ccc(N2CCN(c3ccccc3F)CC2)c(NC(=O)Nc2ccc(Cl)c(Cl)c2)c1
 : 2	3	1.7	-0.1
- COc1ccc(C(=O)CSc2n[nH]c(-c3ccco3)n2)cc1
 : 5	12	0.9	-0.1
- CC1(C)CC(=O)C(C=NCCN2CCN(C3CC(=O)N(c4ccccc4)C3=O)CC2)=C(O)C1 (configuration not stated)
 : 3	0	0.2	-0.1
- CC(C)(O)C#Cc1ccc(C(=O)NC2CCCCC2)cc1
 : 0	-11	0.6	-0.2
- CC(=O)C1=C(O)C(=O)N(c2ccc(O)cc2)C1c1ccc2c(c1)OCO2 (configuration not stated)
 : -2	-1	-0.7	-0.1
- COc1ccccc1Cc1nc2ccccc2nc1SCC(=O)Nc1ccc(F)cc1F
 : -2	-15	0.0	-0.2
- CCOP(=O)(OCC)C(NC(=O)NS(=O)(=O)c1ccc(C)cc1)c1ccccc1 (configuration not stated)
 : 10	3	0.4	0.3
- CC(C)C(=O)Nc1nnc(S(=O)(=O)N2CCCC2)s1
 : 13	-2	-1.0	-0.1
- COc1ccccc1Cn1c(=S)[nH]c2cc(Cl)ccc2c1=O
 : -1	5	1.1	-0.1
- Fc1ccc(-n2cc(-c3ccccc3)c3c(NC4CCCC4)ncnc32)cc1
 : 5	5	0.9	0.3
- COc1ccc(CCNc2nc3ccc(C)cc3n3cnnc23)cc1OC
 : 9	-10	0.6	-0.2
- CCC(=O)N[C@@H]1c2ccccc2C2(CCN(Cc3cnc(N(C)C)s3)CC2)[C@H]1OC
 : 3	-5	2.1	0.2
- CCN1C(=O)C2(SC(NC(C)=O)=NN2C(C)=O)c2cc(OC)ccc21 (configuration not stated)
 : 11	13	0.2	0.3
- COc1ccc(-n2nnnc2SCCn2c([N+](=O)[O-])cnc2C)cc1
 : -6	-4	-0.2	-0.5
- C=CCn1c(-c2ccc(OC)cc2)csc1=Nc1ccccc1
 : 13	-5	-0.8	-0.2
- O=C(c1cc2n(n1)C(C(F)(F)F)CC(c1ccc(Cl)cc1)N2)N1CCN(c2cccc(Cl)c2)CC1 (configuration not stated)
 : -22	-8	0.6	0.4
- CCOC(=O)c1ccccc1NC(=O)C(C)N(c1ccc(Cl)cc1)S(C)(=O)=O (configuration not stated)
 : 14	4	-1.8	0.3
- COc1ccccc1OCCSc1nc2ccccc2n1C
 : 6	-34	-1.1	0.0

From PubChem BioAssay
